Source: PubChem (Broad Institute)
ERp5 inh: ERp5 (human) disulfide isomerase inhibition; Q15084; ERp5 insulin aggregation, absorbance 650 nm, 90 min; inhibition, % at 9.99 µM; 0.05% of 350,000 active; AID 651711;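 active = mean replicate inhibition above about 25%, with every replicate also reaching it, limit read from the data, passing the limit was not always enough; inconclusive = only one of those two criteria met; inactive = neither criterion met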
Xi reactivation: activators of X-chromosome reactivation in mouse fibroblasts. activation, % at 7.58 µM. 0.055% of 360,000 active. XiGFP mouse fibroblasts, % GFP-positive cells imaging, 3 d; cells co-treated with 5-aza-dC sensitizer; scaled so ellipticine positive control = 100%. AID 743238;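 active = mean normalized replicate activation at least 10% and every replicate at or above 10%; inconclusive = only one of the two criteria met; inactive = mean below 10% and not all replicates reach 10%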;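 note: 0% = median of on-plate neutral control wells and 100% = ellipticine 6 µM median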
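Assay system – SV40-immortalized XiGFP fibroblast cells, line 68-5-11 · Buffer or medium – DMEM supplemented with 5-aza-dC as sensitizing agent · Dosing – one concentration, pinned · Benchmarks – positive control ellipticine, 6 µM final · Times – 3 days compound exposure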
RAD54 inh: RAD54 (human) branch migration inhibition; Q92698; RAD54 Holliday junction branch migration, FAM/BHQ fluorescence; inhibition, % at 10.4 µM; 0.14% of 360,000 active; AID 602329;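 active = mean normalized replicate activity at least 40 and at least half of replicates scoring 40 or more; inconclusive = only one of the two criteria met; inactive = mean below 40 and under half of replicates reaching 40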;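 note: 0% = median of neutral control wells and 100% = median of positive control wells; inhibitors cause a drop in the FAM fluorescence signal; in these data hits start at about 50%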
S100A4 inh HTS: inhibitors of human S100A4 binding to myosin IIA peptide. AID 652163. inhibition, % at 10.7 µM. 0.14% of 360,000 active. P26447. S100A4/TAMRA-MyoIIA peptide fluorescence polarization;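 active = mean inhibition of at least 70% across replicates, with every replicate also reaching that level; inconclusive = mean inhibition reaches 70% but some replicates fall short; inactive = mean inhibition below 70%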
Target sequence (P26447 whole entry, looked up): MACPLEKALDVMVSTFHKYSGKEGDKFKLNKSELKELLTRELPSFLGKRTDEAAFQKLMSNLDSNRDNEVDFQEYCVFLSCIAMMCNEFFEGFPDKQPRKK
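Material: human S100A4 monomer with TAMRA-labelled myosin IIA peptide; buffer or medium: HEPES pH 7.2 with CaCl2, KCl, NaCl, DTT, Triton; compound dosing: one concentration per compound; schedule: 5 min incubation before reading; benchmarks: neutral control DMSO, positive control TFP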
RAD52 anneal inh: inhibitors of human RAD52 DNA annealing. recombinant RAD52 DNA annealing, FRET fluorescence. AID 651710. inhibition, % at 18.7 µM. 0.46% of 360,000 active. P43351;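 active = every replicate showing at least 50% inhibition; inconclusive = mean inhibition at least 50% but not in every replicate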
E-sel inducer: E-selectin induction on HUVECs. 0.37% of 260,000 active. AID 686992. P16581. activation, % at 7.58 µM. HUVEC E-selectin immunofluorescence imaging; normalized: neutral wells 0, TNF-alpha wells 100;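 active = mean E-selectin-positive cell signal at least 10% of the positive control, reached in at least 60% of replicates, without over 20% cell loss; inconclusive = no rule given, readout overlaps actives, possibly toxicity-flagged; inactive = the rest, including those meeting only one limit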;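 note: in these data hits start at about 27%; measured in HUVEC primary endothelial cells; signal is the percent of cells scored E-selectin positive by PE staining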
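Test system: HUVEC | Signal: Immunofluorescence imaging | Read-out: Percent E-selectin-positive cells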
ERAP1 HTS inh: inhibitors of human ERAP1 aminopeptidase | recombinant ERAP1, Leu-AMC fluorescence, 60 min | inhibition, % at 10.7 µM | 0.15% of 340,000 active | AID 652197;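 active = mean replicate inhibition of at least 30%, or all replicates individually reaching that 30% level; inactive = mean below 30% and not every replicate reaching it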;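 note: 0% = neutral control wells and 100% = L-leucinethiol positive control wells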
Target sequence (Q9NZ08 whole entry, looked up): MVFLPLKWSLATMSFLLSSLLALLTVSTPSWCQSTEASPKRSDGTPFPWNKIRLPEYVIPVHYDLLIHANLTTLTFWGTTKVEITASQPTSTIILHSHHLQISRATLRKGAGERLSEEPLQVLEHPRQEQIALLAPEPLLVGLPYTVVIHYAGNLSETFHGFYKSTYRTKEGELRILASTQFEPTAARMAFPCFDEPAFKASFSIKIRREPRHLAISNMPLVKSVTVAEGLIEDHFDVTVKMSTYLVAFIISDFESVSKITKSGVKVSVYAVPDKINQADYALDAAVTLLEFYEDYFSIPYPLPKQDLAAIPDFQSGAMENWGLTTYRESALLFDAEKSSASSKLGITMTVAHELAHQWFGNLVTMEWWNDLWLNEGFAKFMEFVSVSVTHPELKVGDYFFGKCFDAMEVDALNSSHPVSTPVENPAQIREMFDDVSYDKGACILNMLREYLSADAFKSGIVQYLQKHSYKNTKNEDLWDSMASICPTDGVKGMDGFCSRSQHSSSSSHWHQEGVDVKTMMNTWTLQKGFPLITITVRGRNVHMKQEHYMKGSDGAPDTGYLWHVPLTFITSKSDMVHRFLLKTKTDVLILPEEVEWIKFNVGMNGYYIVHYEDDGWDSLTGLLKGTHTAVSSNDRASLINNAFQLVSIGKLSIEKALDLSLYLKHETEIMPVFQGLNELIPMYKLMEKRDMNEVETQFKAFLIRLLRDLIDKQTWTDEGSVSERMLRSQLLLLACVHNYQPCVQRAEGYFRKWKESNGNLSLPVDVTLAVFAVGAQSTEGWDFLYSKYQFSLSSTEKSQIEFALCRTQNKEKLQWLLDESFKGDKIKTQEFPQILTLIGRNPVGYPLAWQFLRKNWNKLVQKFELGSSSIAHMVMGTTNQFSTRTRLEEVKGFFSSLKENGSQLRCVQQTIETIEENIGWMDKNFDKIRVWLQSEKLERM
esBAF inh: blocks esBAF chromatin remodeling in mouse ES cells | Bmi1-luciferase knock-in reporter, 24 h; 100% = twice the neutral-well signal | reporter increase, % at 12.5 µM | 2% of 350,000 active | AID 602393; in the data active = activation above about 40%; inconclusive = no clear call, values can overlap the other calls;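 note: 0% = median of the plate's neutral control wells and 100% = double that signal; a rise in the Bmi1 reporter signal indicates esBAF inhibition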
Active calls of the source: *; u = inconclusive; x = not tested or not shown; & = joins results of further samples.

SMILES | ERp5 inh | Xi reactivation | RAD54 inh | S100A4 inh HTS | RAD52 anneal inh | E-sel inducer | ERAP1 HTS inh | esBAF inh
Cc1nn(-c2ccccc2)c(C)c1C(=O)OCC(O)=C(C#N)c1nc2ccccc2[nH]1 | 13 | -0.1 | x | -4 | -33 | 0.2 | 1 | x
COc1ccc(NC(=O)C2CCCN(C(=O)Nc3ccc(OC)cc3)C2)cc1 (configuration not stated) | 1 | 0.1 | 5 | 4 | -7 | 0.0 | 3 | -1
Cc1ccc(S(=O)(=O)N(C)C[C@@H]2OCc3cnnn3CCCC(=O)N([C@@H](C)CO)C[C@@H]2C)cc1 | 2&-5 | 0.0 | 4&-6 | -4&21 | -21&-7 | 0.6&0.0 | -2&1 | -2&-3
CCCC#Cc1ccc([C@H]2[C@H](CO)N3C(=O)CN(C(=O)c4ccc(F)cc4)C[C@@H]23)cc1 | 1 | 0.3 | x | 8 | -4 | -0.2 | 1 | x
O=C(C[C@H]1CC[C@@H]2[C@H](COC[C@H](O)CN2C(=O)Nc2ccc(Cl)cc2)O1)NCC1CC1 | 0 | 0.4 | 5 | -2 | -5 | 0.0 | 0 | 35
C[C@H]1CN([C@@H](C)CO)C(=O)c2cc(NS(=O)(=O)c3cn(C)cn3)ccc2O[C@@H]1CN(C)C(=O)Nc1cccc2ccccc12 | -11 | 0.1 | 3 | -1 | 0 | -0.1 | 1 | -2
COCCNC(=O)c1cc(C(=O)CC(C)C)c[nH]1 | u | 0.5 | -6 | 3 | -3 | 1.0 | -4 | 2
O=C(C[C@@H]1CC[C@H]2[C@@H](COC[C@@H](O)CN2C(=O)c2cnccn2)O1)NCc1ccc(F)cc1 | 1 | 0.1 | 7 | 3 | -4 | -0.1 | -2 | -1
CC(C)(C)S(=O)(=O)/C(C#N)=N/Nc1ccc(C#N)cc1 | -1 | 0.0 | x | -1 | -19 | x | 9 | x
COc1ccc(OC)c(NC(=O)C2CCC(CNc3c(N4CCOCC4)c(=O)c3=O)CC2)c1 (configuration not stated) | 1 | -0.1 | x | 1 | -7 | 3.3 | 1 | x
O=C(Oc1nsnc1N1CCOCC1)N1CCCC1 | 8 | x | 1 | 0 | -4 | x | 2 | 10
O=C(C[C@@H]1C=C[C@@H](NS(=O)(=O)c2ccc(F)cc2)[C@@H](CO)O1)NC1CCC1 | 5 | -0.2 | -8 | 2 | -1 | -0.3 | 2 | -5
COc1ccc(CCNC(=O)CSc2ccsc2[N+](=O)[O-])cc1OC | 2 | 0.0 | 1 | 4 | -1 | -0.3 | -2 | 1
CCOc1ccc2nc(NC(=O)Nc3cccs3)sc2c1 | 5 | 0.1 | 10 | -2 | -2 | 0.0 | 5 | 2
O=C(CN1CCOCC1)NCC[C@@H]1CC[C@H](NC(=O)Nc2ccc(C(F)(F)F)cc2)[C@@H](CO)O1 | -3 | 0.0 | -4 | -9 | 1 | 0.1 | 0 | -2
CC(=O)Nc1ccc(C(=S)NCC2(N(C)C)CCCCC2)cc1 | 2 | -0.4 | x | -1 | -7 | 3.4 | -1 | x
CCC1COCCS(=O)(=O)N1Cc1ccccc1C (configuration not stated) | 5 | 0.1 | -6 | -3 | -7 | -0.1 | 1 | -1
COc1ccc(S(=O)(=O)Nc2ccc3c(c2)CC(=O)N([C@H](C)CO)C[C@@H](C)[C@@H](CN(C)S(C)(=O)=O)O3)cc1 | 2 | -0.1 | -1 | -22 | 4 | -9.2 | 1 | -2
CCCNC(=O)Cn1nc(C(F)(F)F)c2c1CCC2 | -7 | 0.0 | -11 | 0 | 8 | 1.4 | 4 | 0
O=C(C[C@H]1C=C[C@H](NC(=O)Nc2cc(F)ccc2F)[C@@H](CO)O1)NCc1ccccn1 | 2 | 0.1 | -3 | 22 | 6 | -0.4 | -1 | -4
CCOCC(=O)Nc1ccc2c(c1)N(S(=O)(=O)c1cccs1)CCC2 | 5 | 0.0 | 2 | 2 | -50 | x | 2 | 1
Cc1ccc2oc(=O)c3cc(C(=O)NCc4ccco4)sc3c2c1 | -5 | 0.1 | 8 | -3 | -19 | 0.3 | 3 | 3
COc1ccc(CC2(CO)CCN(Cc3c(C)nn(C(C)C)c3C)CC2)cc1 | 0 | -0.1 | 8 | 2 | -3 | 0.0 | -3 | -17
CCC(C)c1ccc(NC(=O)COC(=O)CCNS(=O)(=O)c2cccs2)cc1 (configuration not stated) | -5 | -0.1 | 13 | -3 | -1 | 0.1 | -1 | 17
CC(Sc1nnc(COc2ccccc2)n1-c1ccccc1)C(=O)O (configuration not stated) | 2 | 0.0 | -4 | 2 | -3 | x | 2 | 0
CC(C)NC(=O)CSc1nc(-c2ccccc2)cs1 | 1 | 0.0 | x | -5 | -14 | x | -3 | x
C[C@@H]1CN([C@@H](C)CO)C(=O)c2cc(NC(=O)Nc3ccc(C(F)(F)F)cc3)ccc2O[C@@H](C)CCCCO[C@@H]1CN(C)C(=O)Nc1cccc2ccccc12 | -3 | -0.1 | 9 | 21 | 2 | 0.3 | -1 | 0
COc1ccc2c3c(n(C)c2c1)[C@H](CO)NCC31CCN(Cc2cc(-c3ccccc3)on2)CC1 | 10 | 0.0 | x | 5 | 67* | 0.8 | -3 | x
COc1ccc(NC(=O)N(C)C[C@@H]2Oc3ccc(NC(=O)Nc4ccccc4)cc3C(=O)N([C@H](C)CO)C[C@@H]2C)cc1 | -1 | -0.2 | 5 | -8 | 8 | 0.0 | 0 | 3
O=C(C[C@@H]1CC[C@H]2[C@@H](COC[C@@H](O)CN2C(=O)c2cccnc2)O1)NCc1ccc(Cl)cc1 | -1 | 0.2 | 6 | -47 | -18 | 0.0 | -4 | -1

3 entries from above, arranged by molar mass, high to low:
SMILES | ERp5 inh | Xi reactivation | RAD54 inh | S100A4 inh HTS | RAD52 anneal inh | E-sel inducer | ERAP1 HTS inh | esBAF inh
COc1ccc(S(=O)(=O)Nc2ccc3c(c2)CC(=O)N([C@H](C)CO)C[C@@H](C)[C@@H](CN(C)S(C)(=O)=O)O3)cc1 | 2 | -0.1 | -1 | -22 | 4 | -9.2 | 1 | -2
CCOCC(=O)Nc1ccc2c(c1)N(S(=O)(=O)c1cccs1)CCC2 | 5 | 0.0 | 2 | 2 | -50 | x | 2 | 1
CC(C)NC(=O)CSc1nc(-c2ccccc2)cs1 | 1 | 0.0 | x | -5 | -14 | x | -3 | x

The list continues.
SMILES | ERp5 inh | Xi reactivation | RAD54 inh | S100A4 inh HTS | RAD52 anneal inh | E-sel inducer | ERAP1 HTS inh | esBAF inh
CN(C)C(=O)C[C@H]1CC[C@@H]2[C@@H](COc3ccc(NC(=O)NCc4ccccc4)cc3C(=O)N2C)O1 | -3 | 0.1 | -6 | 17 | 0 | -0.1 | 1 | 4
Cc1c(S(=O)(=O)Nc2cccc(Cl)c2)c(=O)n(C)c(=O)n1C | 0 | 0.1 | 2 | -4 | -9 | x | 3 | -13
O=C1NC[C@@H](Cc2cccc3ccccc23)N(CCC23CC4CC(CC(C4)C2)C3)C1=O | x | 0.0 | -6 | x | x | 0.7 | x | -3
CC1C=NC(S(=O)(=O)N2CC[C@@H]3[C@H](CO)N(C)c4ccc(C#Cc5cccnc5)cc4[C@@H]32)=N1 (some centres not stated) | x | 0.2 | 4 | x | x | -0.2 | x | 7
COCCOc1ccc(C(F)(F)F)cc1NC(=O)Cc1ccc(S(=O)(=O)N2CCOCC2)s1 | -1 | 0.2 | -8 | -4 | -100 | x | 3 | x
CC(=O)Nc1ccc(NC(=O)c2cccc3ccccc23)cc1 | -8 | -0.1 | 5 | -5 | -12 | x | -2 | -4
CS(=O)(=O)N(CC(=O)NCCSCc1cccc(Cl)c1)c1ccccc1F | 3 | 0.0 | 4 | -2 | -6 | x | -2 | -2
C[C@H]1CN([C@@H](C)CO)C(=O)Cc2cc(NC(=O)c3ccncc3)ccc2O[C@@H]1CN(C)C(=O)Nc1ccc(C(F)(F)F)cc1 | 3 | 0.2 | 1 | 9 | 10 | -0.7 | -2 | -1
CCCCC(=O)Nc1ccccc1N1CCOCC1 | -4 | 0.0 | x | -3 | -13 | -1.9 | -3 | x
Cc1ccc(OCC2Cn3c(nc4c3c(=O)[nH]c(=O)n4C)O2)cc1C (configuration not stated) | 1 | -0.1 | 9 | -3 | -7 | 0.0 | 1 | -10
O=C(OCC(=O)N1CCCc2ccccc21)c1ccccc1[N+](=O)[O-] | 2 | 0.4 | -4 | 11 | -2 | 0.4 | -1 | 111*
Fc1ccc(-c2nc3c(Cl)cc(C(F)(F)F)cn3c2Cc2ccsc2)cc1 | 3 | 0.0 | x | -4 | -14 | -2.6 | x | x
O=C(COc1ccccc1F)Nc1cc(S(=O)(=O)Nc2cccc(Cl)c2)ccc1O | 0 | 0.0 | 6 | -1 | -2 | x | 1 | 3
CCSc1ncc(CO)c(N)n1 | 2 | 0.1 | 1 | -4 | -1 | x | 0 | 11
CN(C(=O)COC(=O)C1COc2ccccc2O1)C1(C#N)CCCCC1 (configuration not stated) | 7 | -0.7 | 11 | -4 | -13 | 0.2 | 1 | -2
O=C(NCC(=O)N(c1ccccc1F)C(C(=O)NC1CCCC1)c1ccco1)c1ccco1 (configuration not stated) | 1 | 0.0 | x | -6 | -5 | u | 1 | x
CCOc1ccc(C(CC(=O)O)NC(=O)CCCOc2ccc(Cl)cc2C)cc1 (configuration not stated) | -4 | 0.2 | -7 | 0 | -24 | x | 7 | 2
O=C(C[n+]1ccc(/C=N/O)cc1)N1CCCCC1 | -1 | 0.0 | x | -1 | -30 | x | x | x
O=C(Nc1ccc(N2CCCCC2)c(S(=O)(=O)Nc2ccccc2Cl)c1)c1cccnc1 | -10 | -0.1 | 13 | 1 | -10 | -0.8 | -2 | 6
COc1cc(/C=C2\SC(=S)N(CC(=O)Nc3ccc(O)cc3)C2=O)cc(OC)c1OC | 0 | 0.0 | x | 3 | -14 | -7.2 | 2 | 0
CCCNC(=O)[C@@H]1[C@@H](CO)[C@@H]2Cn3c(ccc(C4=CCCC4)c3=O)[C@H]1N2 | -3 | 0.0 | 1 | -6 | -28 | -0.1 | -1 | -1
COc1ccc(NC(=O)Nc2ccc3c(c2)C(=O)N([C@H](C)CO)C[C@@H](C)[C@@H](CN(C)S(=O)(=O)c2ccc(OC)cc2)O3)cc1 | 5 | 0.0 | -7 | -24 | -20 | -0.1 | 4 | 2
CCN(CC)CCOc1ccccc1C(C)=O | 2 | 0.0 | 0 | 1 | -14 | x | 0 | -6

Only ERAP1 HTS inh (two entries from above):
Compound	ERAP1 HTS inh
O=C(Nc1ccc(N2CCCCC2)c(S(=O)(=O)Nc2ccccc2Cl)c1)c1cccnc1	-2
COc1cc(/C=C2\SC(=S)N(CC(=O)Nc3ccc(O)cc3)C2=O)cc(OC)c1OC	2
